Source: PubChem
GAA inh: blocks human lysosomal alpha-glucosidase; P10253; purified human GAA, 4-MU-alpha-glucoside fluorescence; Potency, µM (series often up to 76.9 µM), inactives show at the highest dose activity change, negative = inhibition, hits mostly inhibitors; 200,000 tested, 0.005% active; AID 1466;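 note: plate controls were uninhibited enzyme wells for no effect and no-enzyme background for full effect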
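Fluorogenic assay: 4 nM human alpha-glucosidase with 400 uM 4-methylumbelliferyl-alpha-D-pyranoside in 50 mM citrate/phosphate, 0.005% Tween-20, pH 5.0, 20 min at room temperature. Compounds tested up to 77 uM; AC50 from Hill fits.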
RGS12 GoLoco inh: inhibitors of human Gai1-RGS12 GoLoco interaction (red fluorophore); P63096; Potency, µM (highest dose often 61.6 µM), for the others: at the top dose activity, negative = inhibition, actives largely listed as inhibitors; Gai1:RGS12 GoLoco peptide FP, rhodamine, 10 min; AID 880; 230,000 tested, 0.44% active; active = well fitted inhibition curve with a large enough effect, not every such curve was filed as active; inactive = no such curve, though single readings can be large or run the other way; note: nearly all actives have a fitted effect of over 30% in size; many of its hits are not listed in these tables
Target sequence (P63096 whole entry, looked up): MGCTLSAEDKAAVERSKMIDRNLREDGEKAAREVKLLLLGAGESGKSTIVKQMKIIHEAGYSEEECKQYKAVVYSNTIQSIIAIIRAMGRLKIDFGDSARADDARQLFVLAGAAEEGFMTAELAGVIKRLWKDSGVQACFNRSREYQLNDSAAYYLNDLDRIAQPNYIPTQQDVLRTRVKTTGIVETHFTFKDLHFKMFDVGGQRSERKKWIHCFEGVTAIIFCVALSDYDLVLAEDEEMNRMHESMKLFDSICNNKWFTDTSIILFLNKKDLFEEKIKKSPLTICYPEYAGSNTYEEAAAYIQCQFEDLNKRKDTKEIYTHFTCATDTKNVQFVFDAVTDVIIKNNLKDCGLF
GAA glycogen: alters human alpha-glucosidase cleavage of glycogen. P10253. recombinant GAA, glycogen substrate, Amplex Red glucose oxidase fluorescence. Potency, µM (doses to about 76.4 µM), for the others: at the highest dose activity change, negative = inhibition, usual class: inhibitors. 300,000 tested, 0.38% active. AID 2100;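 note: 0% = full enzyme reaction and -100% = no-enzyme basal signal; the screen sought inhibitors and activators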
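Recombinant human alpha-glucosidase (4 nM final) hydrolysed bovine liver glycogen (30 ug) for 40 min at 37 C in pH 5.0 citrate/phosphate with 0.01% Tween-20. Released glucose detected by glucose oxidase/Amplex Red, Ex 573/Em 610 nm. Compounds up to 77 uM; AC50 from Hill fits.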
TR SRC2 fluor cs: Texas Red fluorescence interference in TRb-SRC2 counter-screen. TRb/SRC2 Texas Red total fluorescence interference. Potency, µM (titrated, usually from 106 µM), for inactives: top-dose fluorescence change, negative = quenching. 280,000 tested, 0.29% active. AID 1479; active = well fitted curve in either direction with a large enough effect; inconclusive = small, poorly fitted or top-dose-only effect
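Human TRβ ligand-binding domain (0.6 uM) and Texas Red SRC2 peptide (20 nM) in Tris buffer with 1 uM T3 and 5% DMSO were incubated with pinned compound for 5 hr at ambient temperature. Total fluorescence was computed as S + 2P (555/632 nm).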
TRb-SRC2 inh: inhibitors of human thyroid hormone receptor beta-SRC2 interaction; TRbeta-SRC2 peptide binding, fluorescence polarization; receptor liganded with 1 µM T3; Potency, µM (series often up to 106 µM), inactives show at the highest dose activity change, negative = inhibition, actives largely listed as inhibitors; 280,000 tested, 0.065% active;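 note: plate controls were bound peptide for no effect and peptide without receptor for full effect; nearly all actives have a fitted effect of over 50% in size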
Target sequence (P10828 whole entry, looked up): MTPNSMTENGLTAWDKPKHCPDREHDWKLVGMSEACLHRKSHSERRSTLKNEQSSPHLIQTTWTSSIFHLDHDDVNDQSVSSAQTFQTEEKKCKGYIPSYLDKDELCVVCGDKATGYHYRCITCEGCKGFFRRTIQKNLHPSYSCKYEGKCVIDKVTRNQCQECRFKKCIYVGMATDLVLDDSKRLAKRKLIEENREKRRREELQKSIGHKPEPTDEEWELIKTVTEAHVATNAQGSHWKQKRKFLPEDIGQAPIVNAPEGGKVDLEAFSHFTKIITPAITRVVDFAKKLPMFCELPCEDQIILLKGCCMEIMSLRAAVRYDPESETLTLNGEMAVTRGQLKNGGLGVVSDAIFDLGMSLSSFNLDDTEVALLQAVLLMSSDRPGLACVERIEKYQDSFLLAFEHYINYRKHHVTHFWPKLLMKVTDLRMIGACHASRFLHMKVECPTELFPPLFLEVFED
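Human TRb ligand-binding domain (0.6 uM) is mixed with 20 nM Texas Red SRC2 peptide and 1 uM T3; after compound addition and 5 hr at ambient temperature, polarization is measured and normalized to unbound and bound controls.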
L3MBTL1 block: L3MBTL1 (human) inhibition | Q9Y468 | 230,000 tested, 0.66% active | AID 485360 | AlphaScreen L3MBTL1–H3K9me1 peptide binding | Potency, µM (series often up to 57.1 µM), for the others: at the top dose activity, negative = inhibition, actives largely listed as inhibitors; note: nearly all actives have a fitted effect of over 60% in size
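L3MBTL1 50 nM + b-AHA-H3(1-15)K9me1 75 nM, 30 min RT; compound added, 30 min RT; streptavidin donor/Ni-chelate acceptor beads 10 ug/mL each final, 30 min RT dark; AlphaScreen read.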
GAA spleen mod: lysosomal alpha-glucosidase (human) modulation; P10253; human spleen homogenate, 4-MU-alpha-glucoside fluorescence; Potency, µM (doses to about 79.9 µM), for the others: at the top dose activity change, negative = inhibition, hits mostly inhibitors; 240,000 tested, 0.006% active; AID 2112;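 note: 0% = enzyme with vehicle and -100% = no enzyme basal signal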
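Human spleen homogenate (1 ug) with 4-methylumbelliferyl-alpha-D-glucopyranoside (1 mM final) in 50 mM citrate/phosphate pH 5.0, 0.01% Tween-20; 40 min at 37 C. Stopped at pH 10; 4-MU fluorescence Ex 365/Em 440 nm; AC50 by Hill fit.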
RECQ1 inh: blocks DNA unwinding by human RECQ1; P46063; RECQ1 DNA unwinding, red fluorescence kinetic read; Potency, µM (doses to about 57.3 µM), inactives show at the highest dose activity, negative = inhibition, hits mostly inhibitors; 240,000 tested, 0.54% active; AID 2549;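 note: plate controls were vehicle for no effect and no enzyme for full effect; nearly all actives have a fitted effect of over 30% in size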
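50 nM RECQ1T1 preincubated 15 min with compound in Tris pH 8.0 buffer with MgCl2, DTT, Tween-20 and 2.5 ug/ml poly(dI-dC); started with 200 nM TAMRA/BHQ-2 forked duplex and 2 mM ATP. Unwinding read as fluorescence (525/598 nm), two reads 2 h apart.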
Active calls of the source: *; i = inactive; ? = inconclusive; nt = no result given; [ ] = dose if it differs, or a comment. Unless noted, calls come from the whole dose curve; as a rule, active = well fitted curve in the direction sought with a large enough effect; inconclusive = small, poorly fitted or top-dose-only effect, or another doubt; inactive = no such curve, though single readings can be large; an effect the other way counts as inactive or inconclusive. Unless noted, % is set by controls: 0 for no effect and ±100 for the full control effect; potency is the fitted concentration of half-maximal effect.

SMILES | GAA inh | RGS12 GoLoco inh | GAA glycogen | TR SRC2 fluor cs | TRb-SRC2 inh | L3MBTL1 block | GAA spleen mod | RECQ1 inh
O=C(c1ccc(NC2=NC3CS(=O)(=O)CC3S2)cc1)N1CCN(C(=O)c2ccco2)CC1 (stereo not drawn) | -1% | -4% | -7% | -2% | 5% | 5% | 3% | ?
Cn1cc(CN2CCc3ccccc3C2)c2ccccc21 | -6% | -6% | -16% | 3% | -2% | -6% | 4% | -14%
COc1ccc(C(C)C(=O)c2ccc(O)cc2O)cc1 (stereo not drawn) | nt | 4% | nt | -1% | 1% | nt | 11% | 0%
O=C(CN1C(=O)c2cccc([N+](=O)[O-])c2C1=O)N1CCN(c2ccc(F)cc2)CC1 | -17% | -6% | 5% | -3% | -4% | nt | -4% | 2%
CCOC(=O)N/N=C/c1ccc(F)cc1 | -14% | -5% | 8% | -11% | 8% | 4% | -1% | -11%
Cc1cccc(-n2c(Cc3ccccc3)n[nH]c2=S)c1 | 12% | 17% | -10% | 0% | -4% | 1% | -3% | -3%
Cc1[nH]c(=O)c(C(=O)c2ccccc2O)cc1C(=O)O | 9% | 11% | 18% | -1% | -3% | 11% | -4% | i
CCOc1ccc2c(c1)C(C)=CC(C)(C)N2C(=O)Nc1ccccc1F | ? | -3% | 3% | -2% | 5% | -2% | 4% | -3%
Cc1csc(NC(=O)CSc2ccc3nnc(CCNS(=O)(=O)c4ccccc4)n3n2)n1 | -4% | 0% | 1% | 0% | -10% | 3% | -11% | 4%
OC(COc1ccccc1)CN1CCOCC1 (stereo not drawn) | -2% | -6% | -2% | 2% | -7% | -11% | 2% | i
OB(O)c1ccc(Cl)s1 | nt | 12% | nt | -2% | 2% | nt | 4% | -3%
CN=C(Nc1ccc(C(=O)OC)cc1)SC1CC(=O)N(c2ccccc2F)C1=O (stereo not drawn) | 0% | -4% | 4% | -2% | -2% | 0% | 0% | i
O=C(COC(=O)c1ccccc1Nc1ccccc1)Nc1ccccc1 | ? | -10% | 1% | -2% | 5% | 17% | -16% | -7%
CC1(C(=O)NC2CCCC2)CCC(=O)N1CCC1=CCCCC1 (stereo not drawn) | -3% | 0% | -1% | -5% | -1% | 2% | -3% | -8%
Cc1cc(=O)[nH]c(SCC(=O)Nc2nnc(CC(C)C)s2)n1 | -1% | 0% | 8% | 1% | -17% | -13%[11.4 µM] | -6% | i
CCC(C)NC(=O)COC(=O)c1ccc(Cl)cc1O (stereo not drawn) | 3% | 1% | 3% | 4% | 1% | 6% | 8% | -1%
O=C(O)c1ccc(N/N=C/c2ccc3ncccc3c2)cc1 | -15% | -6% | ? | -15% | -3% | -9% | 8% | -5%
Cc1ccc(CN2CCN(CC(=O)N/N=C/c3ccc(C)o3)CC2)cc1 | nt | -7% | 3% | 0% | 6% | -8% | 3% | 0%
O=C(OC(C(=O)NCC1CCCO1)c1ccc(F)cc1)c1cccs1 (stereo not drawn) | 0% | -2% | 1% | -2% | 4% | 5% | -2% | i
O=C(/C=C/c1ccccc1)NC(=S)NNC(=O)c1ccco1 | -6% | 9% | 4% | -4% | -14% | 84%[activator] | 3% | 0%
CN(C)C(=O)CSc1nc(-c2ccccc2)nc2c1CCCC2 | -3% | -3% | 5% | -3% | -3% | 5% | -8% | -3%
COc1ccc(CNC(=O)COC(=O)c2cnccn2)cc1 | -2% | -2% | 3% | -3% | -5% | nt | 2% | -8%
Cc1cc(C(=O)NNC(=O)NC(C)C)no1 | nt | 1% | 1% | 0% | -3% | nt | -6% | 0%
O=C(NCc1cccnc1)Nc1ccc(F)cc1F | 0% | 3% | 1% | 2% | -10% | nt | 1% | i
COc1ccc(S(=O)(=O)N2CCC(C(=O)c3ccc4c(c3)OCCO4)CC2)cc1 | -7% | 8% | -5% | -5% | 8% | 1% | 0% | -4%
O=C(Nc1ccc(N2CCOCC2)cc1)c1cccnc1 | 0% | -3% | 2% | 0% | -10% | -9% | 2% | 0%
CN(C)C(=O)[C@H]1C[C@@H]1[C@H](NC(=O)OCc1ccccc1)c1ccccc1 | nt | 5% | nt | 0% | 2% | nt | -1% | i
Cc1ccc(S(=O)(=O)Cc2cc(-c3ccc(Cl)cc3)no2)cc1 | -3% | 0% | 1% | -4% | -4% | 1%[11.4 µM] | 0% | i
Cc1nc(NC(=O)c2ccccc2)sc1-c1csc(NCc2ccccc2)n1 | -6% | 16% | ? | -6% | -4% | nt | -9% | -15%
COC(=O)Cn1c(=NC(=O)c2nc3ccccc3s2)sc2cc(S(N)(=O)=O)ccc21 | ? | 10% | 0% | 0% | -14% | 6% | -11% | 3%

An excerpt of these results, with two lines to a compound:
Each structure is followed by: GAA inh	RGS12 GoLoco inh	GAA glycogen	TR SRC2 fluor cs	TRb-SRC2 inh	L3MBTL1 block	GAA spleen mod	RECQ1 inh
O=C(OC(C(=O)NCC1CCCO1)c1ccc(F)cc1)c1cccs1 (stereo not drawn)
→ 0%	-2%	1%	-2%	4%	5%	-2%	i
COc1ccc(CNC(=O)COC(=O)c2cnccn2)cc1
→ -2%	-2%	3%	-3%	-5%	nt	2%	-8%

The list continues:
SMILES | GAA inh | RGS12 GoLoco inh | GAA glycogen | TR SRC2 fluor cs | TRb-SRC2 inh | L3MBTL1 block | GAA spleen mod | RECQ1 inh
CC(=O)c1cc(F)c(N2CCN(C(=O)C(C)(C)C)CC2)cc1C | ? | -5% | 8% | 4% | -15% | nt | -4% | i
Cc1ccc([N+](=O)[O-])cc1NC(=O)Nc1onc(C)c1C | -23% | 6% | 4% | -3% | 2% | 5% | -16% | -6%
O=C1CC(N2CCN(c3ccccc3Cl)CC2)C(=O)N1c1cccc(F)c1 (stereo not drawn) | -1% | -13% | -4% | -1% | -16% | -3% | -6% | i
CCN(CC)CCN(C(=O)c1cccc(N2C(=O)CCC2=O)c1)c1nc2cc3c(cc2s1)OCO3 | -5% | -19% | 3% | -1% | 4% | nt | -5% | 5%
C=CCn1cccc(C(=O)Nc2ccc(OCC)cc2)c1=O | -4% | -2% | -3% | -6% | -1% | 3% | 0% | -15%
CCC(C)C(NC(=O)OC(C)(C)C)C(=O)NCc1ccco1 (stereo not drawn) | -3% | 2% | 10% | 2% | 2% | -1% | 0% | -6%
COc1cc(CN(C)C)cc(C=O)c1O | 3% | 5% | 16% | -6% | 7% | -1% | 2% | -2%
NC(N)=Nc1nc2ccccc2o1 | nt | 5% | -1% | -3% | -1% | 4% | 3% | -1%
O=C(/C=C/c1ccccc1)NC(=S)Nc1cccnc1 | -9% | nt | 9% | -1% | 4% | 10% | -2% | i
O=C(NCc1cccs1)c1ccncc1 | 4% | 15% | -3% | -2% | -6% | -14% | -7% | 1%
O=C(NCc1ccccc1)C(c1ccncc1)N(C(=O)c1csnn1)C1CC1 (stereo not drawn) | 0% | -3% | -1% | -2% | -2% | 4% | -11% | i
Cc1ccc(C(=O)Cn2nnc3c(sc4nc5c(c(-c6ccccc6)c43)CCC5)c2=O)cc1 | 1% | 8% | -3% | 2% | -18% | -1% | 3% | i
CCCN(CCC)C(=O)C1c2ccccc2Oc2ccccc21 | 1% | -12% | 1% | -2% | -3% | 2% | -2% | -2%
Cn1c(N)c(C(=O)CSc2nnc(-c3ccccc3F)n2N)c(=O)n(C)c1=O | nt | -4% | -1% | 2% | -1% | nt | 2% | i
C=CCNc1nc2c(c(=O)n(C)c(=O)n2C)n1Cc1ccc(F)cc1 | 2% | 10% | 3% | -1% | 8% | -4% | 2% | -10%

Exported with values under each structure: part of the list above.
Each structure is followed by: GAA inh | RGS12 GoLoco inh | GAA glycogen | TR SRC2 fluor cs | TRb-SRC2 inh | L3MBTL1 block | GAA spleen mod | RECQ1 inh
Cc1ccc(C(=O)Cn2nnc3c(sc4nc5c(c(-c6ccccc6)c43)CCC5)c2=O)cc1
 : 1% | 8% | -3% | 2% | -18% | -1% | 3% | i
CCCN(CCC)C(=O)C1c2ccccc2Oc2ccccc21
 : 1% | -12% | 1% | -2% | -3% | 2% | -2% | -2%

Remaining list, next part.
SMILES | GAA inh | RGS12 GoLoco inh | GAA glycogen | TR SRC2 fluor cs | TRb-SRC2 inh | L3MBTL1 block | GAA spleen mod | RECQ1 inh
O=C(CNC(=S)N(CCCN1CCOCC1)Cc1cccs1)NCCN1CCOCC1 | -1% | 5% | 2% | 0% | 17% | 5% | -4% | -8%
CCCn1c(NC(=O)C23CC4CC(CC(O)(C4)C2)C3)nc2ccccc21 | -7% | 18% | 5% | 0% | 4% | 0% | -5% | -12%
O=C1c2cccnc2C(Nc2ccc(S(=O)(=O)N3CCCCC3)cc2)N1Cc1ccccc1 (stereo not drawn) | -8% | -4% | 1% | 0% | -7% | 4% | -13% | 0%
O=C(O)c1ccc(COc2c(F)c(F)cc(F)c2F)cc1 | -9% | 4% | 0% | 3% | -16% | -3% | -6% | -13%
CCNC(=O)CC1C(=O)N(c2ccccc2)C(=O)N1Cc1ccc(OC)cc1 (stereo not drawn) | -3% | 3% | 6% | 1% | -5% | -2% | 0% | -1%
CCN1CCN(Cc2ccc3c(c2)Cc2ccccc2-3)CC1 | -5% | -8% | -6% | 3% | -1% | -3% | 0% | 0%
O=C(CCNS(=O)(=O)c1ccc(Br)cc1)NCc1cccs1 | 6% | -5% | 4% | -9% | -5% | nt | -8% | -9%
COc1cccc(-c2cc(C(F)(F)F)n3ncc(C(=O)NCC4CCCO4)c3n2)c1 (stereo not drawn) | -2% | -5% | -4% | -2% | -8% | -9% | 0% | 5%
O=C(CCNC(=O)c1ccccc1Cl)N/N=C\c1ccc(O)cc1 | nt | 4% | -8% | 0% | 3% | nt | -2% | -4%
CCCNC(=O)C(Cc1ccccc1)NS(=O)(=O)c1cccc2nsnc12 (stereo not drawn) | 5% | 6% | -16% | -4% | -8% | -5% | -1% | 5%
COc1ccc(NS(=O)(=O)c2ccc(-n3nnc4ccccc43)c([N+](=O)[O-])c2)cc1 | -1% | 5% | -5% | -3% | -7% | nt | -5% | -10%
COc1ccc(C(=O)Nc2ccc(N3CCCCC3)cc2)cc1Br | 8% | -3% | -17% | -2% | -8% | -5% | -1% | -12%

Not all compounds are listed. The share of hits here may be higher or lower than overall.
